MT stabilize HCS: microtubule stabilizers in HeLa cells; HeLa tubulin immunostaining HCS, 24 h; share of cells brighter than vehicle mean+2SD; % tubulin-high responders, % at 10 µM; actives 0.83% (n = 200,000); AID 2205;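 active means plate Z-score above 3 for both tubulin-high and condensed-nucleus cell shares, with cell loss under 80%, at 10 µM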;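 further: anti alpha tubulin signal scored within the nucleus-defined area of each cell; some results filed as inactive read as strong as hits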
Dynein transport: dynein cargo transport inhibition; 3617.4 mouse cells, GR-EGFP nuclear translocation imaging; test concentration mostly 20 µM; stimulated with dexamethasone, 1 µM; active compounds read low; z-score, hits read low; actives 0.47% (n = 220,000); AID 1381;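 active means plate z-score of nuclear minus cytoplasmic receptor signal below a set negative limit, without overly bright fluorescence or cell loss, cut at about -3.5 in these data, passing the limit was not always enough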;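 further: z-score of nuclear minus cytoplasmic ring GR-EGFP intensity difference per well; some compounds called inactive have numbers as strong as hits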
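Schedule: 48 h induction, then 1 h compound, then 30 min agonist, 37 °C. Buffer or medium: tetracycline-free induction medium containing charcoal-stripped FBS. Reagent: 1.0 µM final dexamethasone stimulus. Evaluation: nuclear versus cytoplasmic GR-EGFP signal, averaged per well. Signal: high-content fluorescence imaging after fixation.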
b-catenin transl: alters nuclear translocation of beta-catenin in HeLa cells; immunofluorescence imaging; nuclear translocation activity, % at 5 µM; actives 0.3% (n = 190,000);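 active means nuclear translocation activity above 50% at 5 µM, with a well cell count of 50 or more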;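 further: per-cell ratio of nuclear to cytoplasmic median beta-catenin stain intensity; plate controls were DMSO negative control for no effect and GSK-3 inhibitor IX positive control for full effect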
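Test system: human HeLa cell line; Doses: 5 µM primary, 0.02–20 µM confirmation; Incubation: 24 h compound exposure, 37°C; Detection: beta-catenin immunofluorescence imaging with DAPI; Read-out: beta-catenin nuclear/cytoplasmic ratio, % activation.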
CSM14.1 death rescue: rescue of cells from ER stress-induced death, primary screen, 384-well, CSM14.1, thapsigargin, ATP luminescence (AID 1222); CSM14.1 thapsigargin-induced death rescue, ATP luminescence; higher % means a stronger effect; cellular ATP content (survival), % at 20 µM, or EC50 in µM where a hit was titrated; 190,000 tested, under 10 active;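 active means EC50 below 50 µM in the dose-response confirmation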;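 further: death triggered by thapsigargin at about 15 µM added after 2 h compound pretreatment; cell ATP read after overnight thapsigargin exposure of roughly 18 to 22 hours; normalized against plate controls of thapsigargin alone and 5% DMSO vehicle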
Insulin prom up: MIN6 insulin promoter up-regulation. MIN6 insulin promoter-GFP reporter, high-content imaging; active compounds read high. z-score at 5 µM. actives 0.3% (n = 190,000). AID 1625;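 active means z-score above 3 at 5 µM with at least 500 cells counted in the well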
Hep lipid drop: modulators of hepatic lipid droplet formation. AML12 mouse hepatocytes, oleate lipid droplets, BODIPY imaging. inhibition, % at 6.5 µM. actives 0.4% (n = 240,000);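 active means lipid droplet intensity inhibited by at least 50%, with more than 500 cells counted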
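Assay system: AML12 hepatocytes (mouse) / Also added: 100 µM oleic acid challenge / Times: overnight treatment with compound plus oleate / Detection: high-content imaging of BODIPY-stained droplets and DAPI nuclei / Evaluation: % inhibition of lipid droplet signal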
Autophagy HCS: autophagy modulation, high-content screen | calls only at 10 µM (by protocol) | MEF GFP-LC3 puncta imaging; test concentration mostly 10 µM | actives 0.98% (n = 190,000);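 active means percentage of spot-positive cells more than 3 SD above its plate mean, without a fluorescence outlier flag or 80% toxicity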;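 further: spot-positive cell cutoff set from DMSO-treated cells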
PhoP inhibition: PhoP-dependent GFP reporter repression – Salmonella Typhimurium, primary screen (AID 1863); S. Typhimurium PhoP-regulated promoter GFP reporter, 4 h; higher % means a stronger effect; inhibition, % at 50 µM, or IC50 in µM where a hit was titrated; actives 0.16% (n = 300,000);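 active means inhibition over 29.93%, a cutoff 3 SD above the screen mean, later confirmed by dose response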;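 further: 0% = low Mg2+ inducing control and 100% = high Mg2+ repressing control; strong numbers were not always called active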
T cell HTS: T cell immune modulators affecting CD8 T cell-vesicle binding; actives 0.068% (n = 330,000); 2C CD8+ T cell-vesicle binding, flow cytometry; active compounds read low; calls only at 7 µM;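 active means response, share of CD8 T cells binding vesicles, and their 90th percentile fluorescence all below set limits, cut at about 80% in these data, passing the limit was not always enough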
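Assay system – 2C mouse CD8+ T cells · Also added – QL9-loaded Drosophila micro-vesicles · Timing – Cell–vesicle co-incubation 1.5 h at 37 °C, staining 20 min on ice · Signal – flow cytometry of vesicle-bound cells · Measure – percent CD8+ FL2 mean versus row control · Controls – Peptide-free naked vesicles (low) and QL9 vesicles with 0.7% DMSO vehicle (high)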
Dynein transport cytoplasmic EGFP: recorded beside Dynein transport, whose call it bears; z-score; measured here: cytoplasmic GR-EGFP intensity; active compounds read high
Dynein transport nuclear GR-EGFP: further read-out of Dynein transport, marked with its call; z-score; measured here: nuclear GR-EGFP intensity;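 lower value marks the stronger effect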
Dynein transport cell count: recorded beside Dynein transport, whose call it bears; z-score; measured here: cell count per field
Insulin prom up cell count: further read-out of Insulin prom up, marked with its call; cell count; measured here: cytotoxicity, nuclei count;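 total cells summed across four imaged fields per well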
Hep lipid drop cells 6.5 µM: second read-out of Hep lipid drop, no call of its own (marks repeat the call); cell count; measured here: cell count, cytotoxicity flag;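 cells counted across two imaged fields per well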
b-catenin transl cell count 5 µM: also measured in b-catenin transl; calls as there; cell count; measured here: cell count, cytotoxicity flag
T cell HTS vesicle-bound %: also measured in T cell HTS; calls as there; double positive events, %; measured here: CD8+ vesicle-bound cell fraction;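 binding gate set so that unloaded-vesicle control wells show 10% double positive cells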
MT stabilize HCS Hoechst-high %: second read-out of MT stabilize HCS, no call of its own (marks repeat the call); % Hoechst-high responders; measured here: nuclear condensation Hoechst responders;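 share of cells brighter than vehicle mean plus two SD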
MT stabilize HCS cytotoxicity %: further read-out of MT stabilize HCS, marked with its call; toxicity, %; measured here: cytotoxicity by cell density;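 0% = mean cell density of plate MIN control wells and 100% = no cells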
Autophagy HCS cell loss 18 h: also measured in Autophagy HCS; calls as there; toxicity, %; measured here: cell loss, nuclei count;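 cell loss after 18 h compound exposure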
Starred values were filed as active, the others as inactive; i = inactive; / = no result given. Not a hit list; 3% or so of the library scored in one or more.

Each structure is followed by: MT stabilize HCS | MT stabilize HCS Hoechst-high % | MT stabilize HCS cytotoxicity % | Dynein transport | Dynein transport cytoplasmic EGFP | Dynein transport nuclear GR-EGFP | Dynein transport cell count | b-catenin transl | b-catenin transl cell count 5 µM | CSM14.1 death rescue | Insulin prom up | Insulin prom up cell count | Hep lipid drop | Hep lipid drop cells 6.5 µM | Autophagy HCS | Autophagy HCS cell loss 18 h | PhoP inhibition | T cell HTS | T cell HTS vesicle-bound %
Cc1ccccc1NC(=O)C1CC(Cl)=CCC1C(=O)O (stereo unspecified)
    2.5 | 2.2 | 7.9 | -0.17 | -0.18 | -0.055 | 0.66 | -3.0 | 833 | -0.1% | 0.13 | 1277 | / | / | i | -13 | 1% | i | 48
NC(=O)c1ccsc1NC(=O)c1ccco1
    5.9 | 1.3 | 2.7 | -0.41 | -0.15 | -0.21 | -0.55 | / | / | 0.1% | 0.01 | 1039 | / | / | i | 4 | 2% | i | 43
COc1cccc(C(=O)Nc2c(C)nn(-c3ccccc3)c2C)c1
    5.6 | 1.1 | 24 | 0.97 | -0.33 | 0.88 | 0.61 | 0.2 | 1540 | -1.6% | 0.41 | 1470 | -34 | 639 | i | 11 | 3% | i | 52
O=C(Cc1ccc(F)cc1)NCc1cccnc1
    1.3 | 1.4 | 5.4 | -0.33 | -0.28 | -0.68 | 0.64 | -3.2 | 1072 | 0.0% | -0.83 | 1391 | 9 | 745 | i | 12 | 9% | i | 64
NC(=O)c1ccccc1NC(=O)/C=C/c1ccccc1
    8.4 | 2.5 | 5.2 | -0.73 | -0.26 | -0.36 | 0.11 | -3.1 | 1131 | -4.3% | -0.29 | 1342 | 19 | 644 | i | -16 | -3% | i | 53
CC(=O)Nc1ccc(S(=O)(=O)N2CCCC2C(=O)O)cc1 (stereo unspecified)
    2.7 | 1.2 | 4.1 | -1.5 | -0.4 | -0.69 | 0.97 | -2.6 | 1161 | -1.1% | -0.51 | 1300 | / | / | i | 2 | -2% | i | 65
CC1=NN(c2ccccc2)C(=O)/C1=C\c1sccc1C
    / | / | / | 0.33 | -0.081 | 0.16 | 0.45 | -1.6 | 1274 | / | 0.66 | 958 | -1 | 716 | / | / | -8% | i | 5
CCCCc1nnc(NC(=O)CN2C(=O)c3ccccc3C2=O)s1
    4.0 | 1.8 | 2.8 | 0.089 | 0.42 | 0.3 | -0.21 | 1.6 | 986 | 0.6% | -0.41 | 1559 | 14 | 679 | i | 24 | 1% | i | 36
CCCSc1nsc(N)n1
    3.0 | 2.7 | 8.8 | -0.37 | -0.23 | 0.2 | 0.82 | 1.5 | 954 | -1.3% | / | / | 22 | 818 | i | 43 | 17% | i | 9
Cc1cc(C)n2nc(C(=O)Nc3nnc(C4CC4)s3)nc2n1
    2.1 | 1.0 | 6.1 | -0.82 | -0.15 | -0.22 | -0.46 | 0.0 | 1384 | -0.4% | 0.12 | 1503 | / | / | i | -6 | -8% | i | 21
Nc1c(-c2nn[nH]n2)cnn1-c1cc(Cl)cc(Cl)c1
    / | / | / | -0.66 | -0.27 | 0.087 | 1.1 | 0.0 | 1329 | / | 0.54 | 1114 | -6 | 710 | / | / | -4% | i | 26
CCC(Sc1ccc2nnc(CCNS(=O)(=O)c3ccc(OC)cc3)n2n1)C(=O)OC (stereo unspecified)
    4.7 | 1.4 | 5.1 | -0.83 | -0.31 | -0.42 | 0.34 | -1.1 | 1118 | 1.5% | -0.99 | 1286 | -1 | 684 | i | 3 | 0% | i | 41
O=C(CSc1nc2ccccc2n1S(=O)(=O)c1cccc([N+](=O)[O-])c1)NCCc1ccccc1
    5.6 | 3.6 | 8.2 | 0.13 | -0.23 | 0.69 | 0.51 | 7.1 | 581 | -2.9% | 0.26 | 1381 | 12 | 733 | i | 26 | 9% | i | 37
Cc1ccc(Cn2c(CN(C)Cc3ccccc3)nc3c2c(=O)n(C)c(=O)n3C)cc1
    5.2 | 2.1 | 20 | 0.58 | -0.15 | 0.44 | 0.02 | 3.9 | 1065 | -0.7% | 2.1 | 600 | 1 | 779 | i | 11 | 9% | i | 17
Cn1c(SCC(=O)NCC2CCCO2)nc2c([nH]c3ccccc32)c1=O (stereo unspecified)
    2.8 | 0.5 | 22 | -0.17 | -0.28 | 0.43 | -0.37 | -0.6 | 1252 | -0.9% | -0.18 | 1114 | 6 | 680 | i | -10 | 5% | i | 36
Cc1n[nH]c(C)c1S(=O)(=O)N1CCN(C2CCCCC2)CC1
    2.3 | 1.5 | 8.7 | -0.47 | -0.24 | 0.35 | 1.5 | -1.7 | 1081 | 0.0% | 0.02 | 775 | -12 | 762 | i | -3 | -14% | i | 59
NC(=O)CN1C(=O)C2CCCCN2C(=O)c2ccccc21 (stereo unspecified)
    1.5 | 1.4 | 4.8 | -0.53 | -0.23 | -0.22 | 1.3 | -3.2 | 1020 | 0.4% | 0.45 | 1292 | / | / | i | 15 | 8% | i | 34
O=C(O)CC1Sc2nc3ccccc3n2C1=O (stereo unspecified)
    1.4 | 1.3 | 7.3 | 1.8 | -0.1 | 1.4 | -1.5 | / | / | -0.3% | -0.05 | 1113 | / | / | i | -15 | -4% | i | 52
CCOC(=O)CN(C(=O)CNC(=O)c1cccs1)C(C(=O)NC1CCCCC1)c1cccnc1 (stereo unspecified)
    3.2 | 1.8 | 6.7 | -0.39 | -0.24 | -0.16 | 0.1 | -2.0 | 568 | -3.5% | / | / | -4 | 762 | i | 2 | 1% | i | 20
O=C(CCCCCN1C(=O)c2ccccc2C1=O)Nc1ccc(S(=O)(=O)N2CCCCC2)cc1
    1.4 | 0.9 | 4.9 | 0.094 | -0.18 | 0.048 | -0.21 | 2.0 | 1409 | -0.6% | -0.68 | 938 | / | / | i | 2 | 0% | i | 54
CN(C)Cc1cc(C(C)(C)c2cc(CN(C)C)c(O)c(CN(C)C)c2)cc(CN(C)C)c1O
    3.1 | 2.6 | 15 | -0.36 | -0.18 | 0.1 | 1 | -2.5 | 1174 | -2.0% | 0.87 | 1169 | -3 | 681 | i | -5 | 23% | i | 47
COc1ccc(NC(=O)CC(C)(C)C)c([N+](=O)[O-])c1
    1.2 | 2.3 | 12 | -0.098 | -0.21 | -0.53 | 0.66 | -4.6 | 1134 | -3.0% | -0.08 | 1858 | -1 | 585 | i | 4 | -6% | i | 51
COc1ccc(CNC(=O)c2ccc(S(=O)(=O)N3CCCC3)cc2)cc1OC
    1.7 | 1.2 | 9.2 | -0.54 | -0.16 | -0.11 | 0.64 | / | / | -1.1% | -0.72 | 810 | 0 | 807 | i | 6 | -3% | i | 31
CC(=O)Nc1nnc(SCC(=O)N2CCCc3ccccc32)s1
    2.0 | 2.9 | 3.4 | 0.019 | -0.22 | 0.051 | 0.63 | 0.1 | 1065 | / | -0.88 | 1201 | -6 | 663 | i | -6 | -4% | i | 1
NC(=O)CSc1nc(N)c2c3c(sc2n1)CCCCC3
    6.4 | 1.9 | 4.7 | -0.5 | -0.18 | 0.48 | 0.14 | -3.8 | 815 | 0.2% | 1.1 | 1181 | / | / | i | 20 | 1% | i | 8
O=C(CN1CCN(Cc2ccc(Cl)cc2)C1=O)NCCCN1CCOCC1
    2.8 | 3.0 | 6.2 | 0.12 | -0.21 | 0.097 | -0.19 | / | / | 3.0% | -0.78 | 913 | / | / | i | 10 | 3% | i | 47
O=C(Nc1ccc(Cl)cc1)NC1CCS(=O)(=O)C1 (stereo unspecified)
    2.2 | 2.0 | 8.9 | 0.16 | -0.18 | 0.31 | 0.093 | -0.6 | 1143 | -1.0% | 0.76 | 1053 | / | / | i | -4 | 8% | i | 39

Filtered by structure, those above with a COOH group.
Each structure is followed by: MT stabilize HCS | MT stabilize HCS Hoechst-high % | MT stabilize HCS cytotoxicity % | Dynein transport | Dynein transport cytoplasmic EGFP | Dynein transport nuclear GR-EGFP | Dynein transport cell count | b-catenin transl | b-catenin transl cell count 5 µM | CSM14.1 death rescue | Insulin prom up | Insulin prom up cell count | Hep lipid drop | Hep lipid drop cells 6.5 µM | Autophagy HCS | Autophagy HCS cell loss 18 h | PhoP inhibition | T cell HTS | T cell HTS vesicle-bound %
Cc1ccccc1NC(=O)C1CC(Cl)=CCC1C(=O)O (stereo unspecified)
    2.5 | 2.2 | 7.9 | -0.17 | -0.18 | -0.055 | 0.66 | -3.0 | 833 | -0.1% | 0.13 | 1277 | / | / | i | -13 | 1% | i | 48
CC(=O)Nc1ccc(S(=O)(=O)N2CCCC2C(=O)O)cc1 (stereo unspecified)
    2.7 | 1.2 | 4.1 | -1.5 | -0.4 | -0.69 | 0.97 | -2.6 | 1161 | -1.1% | -0.51 | 1300 | / | / | i | 2 | -2% | i | 65
O=C(O)CC1Sc2nc3ccccc3n2C1=O (stereo unspecified)
    1.4 | 1.3 | 7.3 | 1.8 | -0.1 | 1.4 | -1.5 | / | / | -0.3% | -0.05 | 1113 | / | / | i | -15 | -4% | i | 52

Compound activity: PubChem, several laboratories
